# RAM network inh = yeast RAM network inhibition; 190,000 compounds, 1.8% hits; inhibition, % at 50 µM; AID 868; S. cerevisiae dse1pr::URA3 reporter, 5-FOA growth OD615, 2 d; analog-sensitive cbk1-as2 kinase mutant strain;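 active = inhibition above a set limit, 3 SD over mean compound inhibition, cut at about 8.4% in these data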;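 also: 0% = DMSO-only wells with no growth and 100% = 10 µM 1-NA-PP1 full growth; inhibition rescues growth on 5-FOA so higher OD means more RAM inhibition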
# PMI act satM6P = activators of human phosphomannose isomerase at near-saturating mannose 6-phosphate; 190,000 compounds, 0.34% hits; activation factor at 20 µM; coupled PMI enzyme assay, resazurin fluorescence, 20 min; active compounds read high; 1 = untreated enzyme, 0 = substrate-free blank; P34949;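 active = activation factor of 2 or more at 20 µM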
#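 Test system: Human PMI in coupled enzyme assay | Input: 15 ng/mL PMI | Medium: HEPES-buffered pH 7.4 with magnesium and detergent | Compound: One concentration, 20 µM, in 1% DMSO | Incubation: Enzyme reaction with compound 20 min at room temperature | Detection: Diaphorase-driven resazurin-to-resorufin fluorescence, excitation 544, emission 590 nm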
# Diaph act CS = activates diaphorase or chemically reduces, flagging diaphorase assay artifacts | Diaphorase/resazurin coupled assay, resorufin fluorescence, 16 min; active compounds read high; 1 = vehicle wells, 0 = NADH-free wells | activation factor at 20 µM | 190,000 compounds, 0.005% hits | AID 1229;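 active = diaphorase activity raised at least twofold by the compound at 20 µM; inactive = activation factor below 2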
#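 Measured by – red resorufin fluorescence at 544/590 nm excitation/emission · Test system – Clostridium kluyveri diaphorase, purified enzyme · Incubation – reaction time 16 min, room temperature · Buffer or medium – 50 mM HEPES pH 7.4 with 4.542 mM MgCl2, 0.005% Tween 20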
# Hsp70 act = switches on Hsp70 transcription. HeLa Hsp70 promoter luciferase reporter, luminescence; scaled: vehicle 0, proteasome-inhibitor control 100%. activation, % at 10 µM. 200,000 compounds, 0.04% hits. AID 1203;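 active = activation above the mean across all tested compounds plus 3 SD, cutoff set per campaign, cut at about 5.5% in these data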;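 also: 100% = MG132 at 30 µM as the positive control and 0% = DMSO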
# TLR4 MyD88 comp = TLR4-MyD88 interaction inhibition in cells | inhibition, % at 8.4 µM | O00206+Q99836 | 200,000 compounds, 0.18% hits | HeLa CL3-4 TLR4/MyD88 BLA complementation, FRET ratio; in the data active = inhibition above about 25%;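 also: 0% = vehicle and 100% = reference inhibitor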
# L major viab = reduces viability of Leishmania major promastigotes; resazurin fluorescence viability; inhibition, % at 10 µM; 200,000 compounds, 9% hits; AID 1063;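 also: promastigotes grown with compound for 44 hours at 28 °C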
# Diaph inh CS = inhibits diaphorase or chemically oxidizes, flagging diaphorase assay artifacts; diaphorase resazurin-to-resorufin fluorescence, NADH, 16 min; bacterial (C. kluyveri) enzyme, not human; inhibition, % at 20 µM; 190,000 compounds, 0.69% hits;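 active = primary screen inhibition at 20 µM above a set limit, cut at about 50% in these data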;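 also: plate controls were DMSO with full reaction for no effect and wells lacking NADH for full effect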
#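 material = Clostridium kluyveri diaphorase enzyme | amount = 0.14 U/mL diaphorase, enzyme working solution | schedule = incubation 16 min, room temperature | detection = fluorescence of resorufin formed from resazurin, Ex 544/Em 590 nm | benchmarks = positive control minus NADH, DMSO neutral control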
# PMI act = increases human mannose-6-phosphate isomerase activity | activation factor at 20 µM | AID 1214 | 190,000 compounds, 0.005% hits | purified human PMI, coupled resazurin fluorescence, 20 min; active compounds read high; 1 = vehicle control, 0 substrate-free wells;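 active = activation factor of 2 or more at 20 µM, relative to plate controls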
# DTT redox prof = compounds producing H2O2 with reducing agent – biochemical, NIH compound library profiling, artefact control for MLSCN library redox annotation, primary screen; DTT-dependent redox cycling H2O2, phenol red/HRP absorbance; 100% = 100 µM peroxide control, 0% = buffer; activation, % at 10 µM; 200,000 compounds, 0.03% hits;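 active = activation of at least 50% relative to the plate's high and low controls in the primary single-dose screen; inactive = activation below 50%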;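 also: compound incubated with DTT at 0.8 mM final as the reducing agent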
# S1P3 antagonist = antagonists of human S1P3 receptor; Q99500; CHO S1P3 NFAT-BLA reporter, FRET fluorescence, antagonist mode; inhibition, % at 4.98 µM; 170,000 compounds, 0.27% hits; AID 485;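 active = inhibition above the plate cutoff, the mean inhibition of test wells on that plate plus 3 SD, cut at about 28% in these data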;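 also: cells challenged with S1P at its EC80 of 0.8 µM; blue over green emission ratio from cleaved BLA substrate after 4 h stimulation; 0% = S1P-stimulated wells and 100% = unstimulated DMSO-only wells; some compounds past the cut are filed as inactive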
# G6PDH counter = L. mesenteroides G6PDH inhibition counter-screen | inhibition, % at 5 µM | 200,000 compounds, 0.12% hits | Purified L. mesenteroides G6PDH, diaphorase/resazurin coupled fluorescence, 45 min
# Active calls of the source: *; · = no result given; & = joins results of further samples. Rule as the data show it, unless noted: active = inhibition above about 50%; inactive = the rest. A portion of the library. The share of hits here may be higher or lower than overall.
# Fields – RAM network inh	PMI act satM6P	Diaph act CS	Hsp70 act	TLR4 MyD88 comp	L major viab	Diaph inh CS	PMI act	DTT redox prof	S1P3 antagonist	G6PDH counter
- Cc1ccc(-c2nc(N(C)C3CCN(C)CC3)c3ccccc3n2)cc1
    1.8	1	1.1	-0.5	5.9	99.0*	-14.9	1.1	0.0	·	-3.4
- O=Cc1cn(Cc2cccc(F)c2)c2ccccc12
    -1.3	1.1	1	0.2	-8.1	59.0*	-2.3	1.1	0.2	-8.6	2.3
- O=[P+](Cc1ccccc1)Cc1ccccc1
    -0.1	1.1	0.8	-0.1	0.8	-3.7	17.0	1	0.6	·	0.6
- O=C1/C(=C/c2ccncc2)N2CCC1CC2
    2.8	1	0.9	0.0	-7.9	19.1	10.4	1	-0.3	-12.0	3.0
- CCCCn1c(O)c(C(CC)=NCCc2ccccc2)c(=O)[nH]c1=O
    -0.6	0.8	0.8	0.0	-2.4	21.6	22.4	0.9	2.3	25.0	-10.5
- O=C(C1CCN(S(=O)(=O)N2CCOCC2)CC1)N1CCC2(CC1)OCCO2
    1.2	1	1	0.5	-12.1	-3.6	-4.0	1	0.2	-14.1	5.5
- Cc1ccc(-n2c(O)c(C=NC3CCCC3)c(=O)[nH]c2=O)c(C)c1
    0.9	1.1	1.1	-0.3	1.6	-0.7	-5.3	1.1	1.4	1.8	14.5
- N[C@@H](Cc1c[nH]c2ccccc12)c1nnc(SCc2c(F)cccc2Cl)o1
    2.5	0.9	0.8	-0.5	-18.2	-1.6	15.5	0.9	0.1	-18.1	2.6
- CC1CN(c2cc([N+](=O)[O-])ccc2Cl)CC(C)N1 (configuration not stated)
    0.1	1	1	-0.2	-4.5	37.2	3.5	1	-1.6	-12.7	3.7
- COc1ccccc1N1CCN(Cc2cc(C)c(C)cc2O)CC1
    1.9	1	0.9	0.3	3.0	24.7	5.7	1	-1.7	·	-2.9
- O=C(COc1ccc2ccccc2c1)N1CCN(CC2CC3C=CC2C3)CC1 (configuration not stated)
    2.4	0.9	0.9	0.1	-5.3	57.6*	10.0	0.8	1.0	·	9.1
- C[n+]1ccc(-c2ccncc2)cc1
    0.7	0.9	0.9	-0.2	10.3	-3.3	5.8	1.1	0.1	-4.7	2.5
- O=C1CSC2N1CCNC21CCCCC1 (configuration not stated)
    -0.1	1.1	1	0.3	-4.6	-1.1	-3.7	1.1	1.2	-30.0	0.1
- Cn1cc(C(=O)N2CCC3(CC2)OCCO3)c2c3ccccc3n(C)c2c1=O
    3.0	1.4	0.9	0.3	-5.8	-2.9	7.8	1.2	0.1	24.5	8.6
- CCCCOc1nc2ccccc2c(=O)n1-c1ccccc1
    -0.9	1.2	1.1	-0.1	9.4	4.4	-5.1	1.1	0.0	-13.8	10.9
- CN1CCN(Cc2ccc(N)cc2)CC1
    1.1	1	1	-0.1	23.6	-4.2	0.2	1	0.2	-4.2	9.7
- COc1cccc(-n2c(O)c(C=NCCN3CCOCC3)c(=O)[nH]c2=O)c1
    -0.5	1.2	0.9	0.0	-3.5	-0.2	5.4	1.2	1.6	·	0.5
- COc1cccc(N2C(=O)CC(=O)NC2=O)c1
    0.3	1.1	1	-0.4	4.5	-1.8	2.4	1.2	-0.7	·	12.9
- COc1ccccc1-n1c(O)c(C=NCCCn2ccnc2)c(=O)[nH]c1=O
    2.5	0.9	0.8	-0.5	-7.3	-3.5	18.6	1	1.4	·	4.4
- CC(=O)NC(Cc1ccc(N(CCCl)CCCl)cc1)C(=O)NCC(=O)NCC(=O)O (configuration not stated)
    1.4	1	1.2	0.0	1.8	-4.3	-16.6	1.2	0.0	5.8	11.7
- CCCC(=O)NC(Oc1ccc(C(C)=O)cc1)C(Cl)(Cl)Cl (configuration not stated)
    -0.2	1	0.8	-0.1	-7.1	-5.0	16.0	1	-0.4	-1.6	7.5
- Cc1ccc2c(c1)CC1(CN2C)C(=O)NC(=O)N(C(C)C)C1=O (configuration not stated)
    2.1	2.1*	0.8	-0.2	10.0	15.7	17.6	1.7	0.7	4.3	10.8
- CCOC(=O)[C@]1(C#N)[C@@H]2C=CC(C(C)=O)=CN2[C@@H](C(N)=O)[C@@H]1c1ccsc1
    3.8	0.8	0.8	-0.5	-7.8	-6.7	23.3	0.8	0.2	·	8.3
- CC(Cc1ccccc1Sc1ccccc1)N(C)C (configuration not stated)
    0.5	1	0.9	-0.2	1.3	100.3*	7.5	1.1	-0.5	-3.9	4.5
- Cc1ccc(-c2nc3ccccc3c(=O)n2-c2cccnc2)cc1
    1.2	1.1	0.9	-0.4	-9.9	25.9	9.4	1	0.2	3.2	1.4
- Cn1c(=O)n(CC(=O)N2CCC3(CC2)OCCO3)c(=O)c2ccccc21
    0.3	1	1	-0.3	-4.4	-0.6	3.1	1	0.0	-17.4	12.9
- Cc1ccc(N2CCN(CCc3ccccc3)CC2)cc1
    1.3	1	1	0.0	-3.7	83.6*	4.5	1	-4.9	·	0.8
- CCCCCn1c(NC(=O)c2ccco2)c(C(=O)OCC)c2nc3ccccc3nc21
    4.3	0.4	0.3	-0.5	3.0	10.1	68.3*	0.5	1.4	2.6	31.5
- O=C(C1CCC(=O)N1C1CCCCC1)N1CCC2(CC1)OCCO2 (configuration not stated)
    0.7	0.9	0.9	-0.1	-5.2	-3.1	11.4	0.9	-0.4	10.1	10.3
- Cc1cccc(N/N=C(\C(N)=O)C2=NC(C)(C)Cc3ccccc32)c1
    0.1	0.9	0.8	-0.4	-2.4	36.0	24.2	0.9	-0.2	8.1	0.2
- Oc1ccc(C2NCc3ccccc3-n3cccc32)cc1Cl (configuration not stated)
    2.0&0.8	1&1.1	0.9&1	0.0&0.0	-1.0&3.2	24.2&8.8	6.4&1.7	1&1.2	2.5&0.4	5.5	-2.6&-1.4
- O=C(Cc1ccccc1[N+](=O)[O-])N1CCN(Cc2ccc3c(c2)OCO3)CC1
    1.4	1	1.2	-0.1	4.1	48.0	-15.5	1	0.2	-5.1	10.7
- O=C1NC(=O)N(CCC2=CCCCC2)C(=O)/C1=C/c1ccc(O)cc1
    -1.0	1	0.9	-0.1	-13.8	-5.4	6.3	1	0.4	-4.8	-8.0
- Cc1sc2nc(COC(=O)Cc3ccccc3)[nH]c(=O)c2c1C
    1.0	1	0.9	0.0	1.1	-6.1	10.6	1	0.1	·	6.8
- Cc1cccc(OP(=O)(Oc2ccccc2)OC(c2ccccc2)C(F)(F)F)c1 (configuration not stated)
    1.9	1.3	1	-0.4	-6.2	18.9	-0.6	1.1	0.2	14.9	7.1
- N#Cc1c(/N=C/c2ccc(O)cc2O)sc2c1C1CCN2CC1
    0.7	0.9	0.8	-0.2	-12.2	-5.0	19.9	0.8	-0.1	-2.3	-19.2
- CC(C)(C)n1c(O)c(C=Nc2ccc3c(c2)CCC3)c(=O)[nH]c1=O
    3.8	0.9	1	0.0	-4.6	6.8	1.3	0.9	1.4	17.5	-15.9
- COc1ccc(Cl)cc1C(=O)C1CCCN(Cc2cnc(C)s2)C1 (configuration not stated)
    0.3	0.9	0.7	-0.1	-3.2	78.2*	25.5	0.9	-0.6	14.2	12.7
- COc1ccc(C2SCC(=O)Nc3c2c(=O)[nH]n3C2CCCCCC2)cc1 (configuration not stated)
    4.8	0.9	0.9	-0.4	-10.8	18.2	14.7	0.9	1.2	·	6.9
- CCOC(=O)C1=C(C)N(C)C2(C)CC1c1ccccc1O2 (configuration not stated)
    0.2	1	0.9	0.3	-5.8	9.6	14.6	1	0.8	2.5	5.5
- Cc1cc(O)c(CN2CCN(c3ccccc3)CC2)cc1C
    0.5	1	0.9	-0.1	4.0	4.2	6.0	0.9	0.2	·	-0.8
- O=c1c2ccccc2nc(-c2ccco2)n1-c1ccccn1
    1.6	1.1	0.9	0.1	-0.8	22.2	14.1	1	2.4	2.5	-1.6
- COC(=O)C1=C(N)Oc2cc(C)oc(=O)c2C12C(=O)Nc1ccccc12 (configuration not stated)
    3.4	1.1	1.2	-0.2	12.0	16.2	-15.3	1.3	-0.1	-0.7	8.8
- CCC(=NCCCN1CCOCC1)c1c(O)n(Cc2ccccc2)c(=O)[nH]c1=O
    0.4	0.9	0.8	0.0	2.0	2.0	18.5	0.9	2.0	-19.7	11.7
- CCOC(=O)c1c(C)n(Cc2ccco2)c2ccc(O)cc12
    1.5	1	0.8	0.0	14.2	-0.1	16.9	0.8	1.0	28.1	10.8
- CCN1CCN(c2cn[nH]c(=O)c2Cl)CC1
    -0.7	1.1	1	0.0	2.9	-3.0	3.3	1	-0.2	-10.6	5.9
- CC(=O)Nc1cc(C(=O)N2CCC3(CC2)OCCO3)ccc1Sc1ccc(C)cc1
    0.5	1	0.9	-0.4	-4.8	-7.1	9.2	1	2.0	·	3.7
- Cc1nc2c(-c3ccc(F)cc3)c(C)nn2c(C)c1CCC(=O)N1CCC2(CC1)OCCO2
    2.0	0.9	0.9	-0.3	-7.8	11.8	5.8	0.9	0.7	9.6	3.3
- CCCCCc1nc2ccccc2c(=O)n1-c1ccc(Cl)cc1[N+](=O)[O-]
    4.5	1.1	0.8	-0.3	10.6	-1.7	18.5	1	1.4	·	8.5
- Cc1c2cnn(CC(=O)N3CCC4(CC3)OCCO4)c(=O)c2c(C)n1Cc1ccccc1
    -0.3	0.9	0.8	-0.3	6.0	1.4	16.1	0.9	-1.7	-9.2	0.1
- Cc1ccccc1-n1c(-c2ccoc2)nc2ccccc2c1=O
    0.0	1	0.9	-0.1	-1.4	-2.9	9.3	1	0.1	-6.3	-2.0
- CCOC(=O)C1CCN(/C=C2/C(=O)NC(=O)N(Cc3ccco3)C2=O)CC1
    1.1	0.8	0.8	-0.3	4.1	-3.4	18.0	1	-1.2	-30.6	2.6

# As entered above.
# TLR4 MyD88 comp result of CC(=O)Nc1cc(C(=O)N2CCC3(CC2)OCCO3)ccc1Sc1ccc(C)cc1 stands at -4.8
# TLR4 MyD88 comp result of CCOC(=O)C1CCN(/C=C2/C(=O)NC(=O)N(Cc3ccco3)C2=O)CC1 stands at 4.1
